Source: PubChem BioAssay (The Scripps Research Institute Molecular Screening Center)
TCR-CD3 inh: blocks the human TCR-CD3 interaction | TAMRA-labeled TCR probe fluorescence, biochemical | inhibition, % at 9.4 µM | hit rate 0.37% among 360,000 | AID 651800; in the data active = inhibition above about 19%;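 note: recombinant mutant TCR 2C K166C tagged with TAMRA read by polarization; 0% = receptor in buffer alone and 100% = receptor with positive control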
TDP2 inh: TDP2 (human) inhibition, absorbance primary screen. O95551. recombinant TDP2, T5PNP hydrolysis, p-nitrophenol absorbance 415 nm. inhibition, % at 12.8 µM. hit rate 0.34% among 370,000;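 active = inhibition above the mean of all tested compounds plus 3 SD, set per campaign, cut at about 25% in these data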;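 note: 0% = DMSO with enzyme and 100% = buffer with substrate but no TDP2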
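Incubation: 2 h at 37 °C; Test system: recombinant human TDP2; Quantity: enzyme 120 nM; Read-out basis: percent inhibition; Medium: 50 mM Tris-HCl pH 7.5 with Mg2+, KCl, DTT, BSA; Repeats: single replicate; Compound: 12.8 µM single point, 1% DMSO; Signal: epi absorbance; Reagent: 5 mM T5PNP chromogenic substrate; Benchmarks: no-enzyme high, DMSO-plus-enzyme low.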
PRMT1 FP inh: blocks human protein arginine methyltransferase 1. recombinant PRMT1, activity-based probe fluorescence polarization. AID 652257. inhibition, % at 2.79 µM. Q99873. hit rate 1.3% among 370,000;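 active = inhibition above about 21% made by adding two undisclosed values, limit read from the data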
mABHD4 FP: ABHD4 (mouse) inhibition, primary FP screen; hit rate 0.54% among 370,000; inhibition, % at 8.92 µM; purified mABHD4, FP-Rh probe fluorescence polarization;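 active = inhibition exceeding the mean over every tested compound plus 3 SD, cut at about 30% in these data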;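 note: 0% = plate median of compound wells and 100% = S159A mutant with DMSO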
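Assay system: mABHD4 protein; medium: HEPES pH 7.0, NaCl, Pluronic buffer; dosing: 8.92 µM, single dose; schedule: 45 min + 60 min at 25 °C; signal: FP readout, ex 525 nm / em 598 nm; read-out: normalized percent inhibition of probe labeling; repeats: single replicate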
HTRA1 inhibitor: HTRA1 (human) protease inhibition | Q92743 | recombinant HTRA1, FP-rhodamine activity-based probe, fluorescence polarization | inhibition, % at 5.96 µM | hit rate 0.5% among 340,000 | AID 504803; in the data active = inhibition above about 36%;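 note: 0% = enzyme with DMSO and 100% = wells lacking enzyme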
DDE Tn7 FP inh: disrupts Tn7 cyclic peptide binding to fibrin D-Dimer-E complex | FP displacement of FITC-Tn7 peptide from fibrin DD(E); 0% = median of compound wells per plate | inhibition, % at 8.3 µM | hit rate 0.13% among 370,000 | AID 720508;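 active = inhibition above the mean of compounds falling within the control limits plus 3 SD of them, cut at about 14% in these data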;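 note: 0% = plate median of compound wells and 100% = 10 µM Aha-Tn7 peptide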
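Assay system: Fibrin-DD(E) protein isolated from polymerized human fibrin clots; read-out basis: percent inhibition; medium: Tris/NaCl/CaCl2 buffer, pH 7.8; signal: FP measurement; incubation: 10 min plus 3 h, room temperature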
LEDGF integ inh: blocks HIV-1 LEDGF/p75-dependent DNA integration; TR-FRET IN-LEDGF/p75 DNA integration, Eu/Cy5; inhibition, % at 3.7 µM; hit rate 0.64% among 370,000;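 active = inhibition above the screen-wide mean plus 3 SD, cut at about 13% in these data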;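 note: signal is the Cy5 over europium emission ratio at 671 and 618 nm; 0% = plate median of compound wells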
SIAE primary: inhibitors of human sialic acid acetylesterase SIAE; Q9HAT2; SIAE FP-Rh probe binding, fluorescence polarization; inhibition, % at 9.66 µM; hit rate 0.69% among 370,000; AID 1053197;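 active = inhibition above a cutoff: mean of compounds within the control limits plus 3 SD of those, cut at about 17% in these data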;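 note: 0% = plate median of compound wells and 100% = probe without SIAE protein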
UHRF1 binding: blocks human UHRF1 binding to methylated DNA. AID 687016. inhibition, % at 4.4 µM. hit rate 0.75% among 370,000. UHRF1 binding to methylated oligo, TR-FRET. Q96T88; in the data active = inhibition above about 21%;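 note: UHRF1 SRA domain binding a hemimethylated CpG hairpin DNA probe; 0% = median of test compound wells and 100% = reference inhibitor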
Target sequence (Q96T88 whole entry, looked up, the tested form may be a part): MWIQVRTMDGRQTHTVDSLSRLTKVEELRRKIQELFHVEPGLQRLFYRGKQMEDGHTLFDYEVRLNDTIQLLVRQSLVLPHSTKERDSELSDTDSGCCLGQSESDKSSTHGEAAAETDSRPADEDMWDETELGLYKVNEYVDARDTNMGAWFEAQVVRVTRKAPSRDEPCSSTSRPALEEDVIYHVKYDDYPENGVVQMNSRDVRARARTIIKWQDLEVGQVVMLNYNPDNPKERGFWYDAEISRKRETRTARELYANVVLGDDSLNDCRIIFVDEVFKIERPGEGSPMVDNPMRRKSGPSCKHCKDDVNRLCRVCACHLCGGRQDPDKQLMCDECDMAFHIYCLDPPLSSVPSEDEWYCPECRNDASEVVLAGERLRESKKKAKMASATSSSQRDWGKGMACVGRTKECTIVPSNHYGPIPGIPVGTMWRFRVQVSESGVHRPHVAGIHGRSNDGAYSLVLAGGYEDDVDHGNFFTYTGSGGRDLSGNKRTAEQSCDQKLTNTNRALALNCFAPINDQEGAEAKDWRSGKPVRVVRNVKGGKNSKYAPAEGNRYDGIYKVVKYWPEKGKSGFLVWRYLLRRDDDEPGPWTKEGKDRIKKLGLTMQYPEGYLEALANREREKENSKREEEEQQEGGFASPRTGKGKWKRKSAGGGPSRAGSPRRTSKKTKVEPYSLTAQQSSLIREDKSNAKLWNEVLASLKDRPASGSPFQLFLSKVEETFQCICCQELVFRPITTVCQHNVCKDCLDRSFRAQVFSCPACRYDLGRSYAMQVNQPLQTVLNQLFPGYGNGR
PG9 binder: small molecules binding HIV-1 gp120 antibody PG9 | hit rate 0.43% among 360,000 | TR-FRET gp120-PG9 antibody binding | inhibition, % at 6.7 µM; in the data active = inhibition above about 8.5%
* hit, by the source's call; . = no result given.

SMILES	TCR-CD3 inh	TDP2 inh	PRMT1 FP inh	mABHD4 FP	HTRA1 inhibitor	DDE Tn7 FP inh	LEDGF integ inh	SIAE primary	UHRF1 binding	PG9 binder
O=C(Nc1nccs1)C12CC3CC(C1)CC(C(=O)Nc1nccs1)(C3)C2	-2	3	0	-3	0	6	-3	-6	0	-1.9
O=C(NCC(c1ccc(F)cc1)N1CCOCC1)c1cccnc1Sc1ccccc1Cl (centres undefined)	-3	12	2	-1	3	-3	-3	3	-2	0.7
COc1ccc(NC(=S)N2CCCCCC2)cc1OC	-2	-6	4	4	5	-4	-5	6	-1	0.4
CCCCCCNC(=O)N1C/C=C\C(c2ccc(OC)cc2)N(Cc2ccc(F)cc2)C(=O)C1 (centres undefined)	0	6	-1	-3	-10	-4	-1	-2	1	-0.6
COc1cc(C(=O)N(C(C)C)C2CCCCC2)cc(OC)c1OC	2	-4	0	0	0	4	-3	0	0	1.1
O=C(NS(=O)(=O)N1CCOCC1)C1=C(N2CCCC2)COC1=O	-2	0	-3	2	4	-5	-1	-1	-1	-0.1
CC(=O)c1c(C)[nH]c(C2=NNC(=NCc3ccccc3)SC2)c1C	-4	-2	11	10	6	0	1	12	3	1.1
CCc1ccc(C(N)=S)cc1	8	-16	-7	-9	-2	-4	3	-11	0	-0.3
Cc1cccc(CCN2CCN=C2Nc2ccccc2)c1	3	-4	-2	7	4	-7	-1	-2	-1	-0.8
CCOC(=O)N1CCC(NC(=O)CN2C(=O)CSc3ncccc32)CC1	4	-6	-2	0	-3	-3	0	-2	0	0.1
CCCC(CCC)=NNc1ccc(S(=O)(=O)Nc2ccccc2OC)cc1[N+](=O)[O-]	9	8	2	3	-5	-1	-1	-1	-1	0.1
O=C(CNC(=O)C1CCCC1)Nc1ccccc1Br	-6	5	-1	-5	9	-1	-1	4	1	-0.7
CC(=O)N1C(=O)N(C(C)=O)C2C1N(C)C(=O)N2C(C)=O (centres undefined)	-2	5	3	3	0	-3	4	1	16	0.9
O=C(CNC(=O)c1ccccc1F)OCc1csc(-c2ccccc2)n1	3	-5	1	-2	-2	2	-4	3	14	-0.7
O=[N+]([O-])c1cc(S(=O)(=O)Nc2ccccc2)ccc1NCc1ccccc1	2	11	-1	-17	-31	11	1	2	-2	0.1
O=C(CS(=O)(=O)c1ccccc1Cl)N1CCOCC1	5	0	1	4	2	10	1	-8	3	-1.3
Cc1ccc2onc(CC(=O)O)c2c1	-5	4	-2	3	4	-2	-1	-2	-1	-1.4
CC(=O)N1CN(CCCn2ccnc2)Cc2c1sc1c2CCCC1	-6	-3	1	-6	-1	2	4	-5	0	2.0
O=C(NCCc1ccc(Cl)cc1)C1CCN(S(=O)(=O)c2cccs2)CC1	6	9	-1	-9	-9	7	2	2	18	-0.8
O=C(CSc1ccc(Br)cc1)NCC(c1cccs1)N1CCOCC1 (centres undefined)	-7	-11	1	0	-5	4	-2	6	1	-0.8

Structures listed so far with an aryl methoxy group:
SMILES	TCR-CD3 inh	TDP2 inh	PRMT1 FP inh	mABHD4 FP	HTRA1 inhibitor	DDE Tn7 FP inh	LEDGF integ inh	SIAE primary	UHRF1 binding	PG9 binder
COc1ccc(NC(=S)N2CCCCCC2)cc1OC	-2	-6	4	4	5	-4	-5	6	-1	0.4
CCCCCCNC(=O)N1C/C=C\C(c2ccc(OC)cc2)N(Cc2ccc(F)cc2)C(=O)C1 (centres undefined)	0	6	-1	-3	-10	-4	-1	-2	1	-0.6
COc1cc(C(=O)N(C(C)C)C2CCCCC2)cc(OC)c1OC	2	-4	0	0	0	4	-3	0	0	1.1
CCCC(CCC)=NNc1ccc(S(=O)(=O)Nc2ccccc2OC)cc1[N+](=O)[O-]	9	8	2	3	-5	-1	-1	-1	-1	0.1

(further entries)
SMILES	TCR-CD3 inh	TDP2 inh	PRMT1 FP inh	mABHD4 FP	HTRA1 inhibitor	DDE Tn7 FP inh	LEDGF integ inh	SIAE primary	UHRF1 binding	PG9 binder
CCOc1ccc(-c2c(C(=O)N/N=C(\C)c3ccco3)nnn2-c2nonc2N)cc1	0	-2	0	0	-17	-3	2	-6	-1	-1.1
Cc1ccc(S(=O)(=O)N2CCN(c3ccc(S(=O)(=O)N4CCOCC4)cn3)CC2)cc1	9	-10	0	4	5	-2	-2	3	1	0.0
CCOC(=O)COc1cc(-n2c(=S)[nH]c3cc(OC)c(OC)cc3c2=O)c(Cl)cc1Cl	-5	9	1	7	2	-2	0	-2	-1	-0.2
COc1ccccc1C(=O)N/C(=C/c1ccco1)C(=O)Nc1cccc(C(=O)O)c1	6	0	28*	17	-10	2	3	4	8	-1.4
COC(=O)N(C)c1ccccc1C(=O)N1CCOCC1	1	-7	7	-6	-3	5	5	-1	2	0.8
Cc1ccc(-n2nc(C)c(C3(O)C(=O)N(C(C)C)c4ccccc43)c2N)cc1 (centres undefined)	-1	0	0	0	2	-3	6	1	-6	-1.9
CS(=O)(=O)N1CCN(Cc2ccc([N+](=O)[O-])cc2)CC1	8	4	1	-2	7	7	1	1	3	0.6
O=C(c1[nH]c(C(F)(F)F)nc1-c1ccccc1)N1CCN(c2ncc(C(F)(F)F)cc2Cl)CC1	-5	5	-6	-18	.	-2	0	1	-2	1.0
O=C(O)c1ccccc1C(=O)c1ccc(Cl)cc1	-3	8	-1	2	5	7	1	1	1	-1.6
CN(c1ccccc1)S(=O)(=O)c1cccc(NC(=O)c2ccncc2)c1	4	3	-1	-4	-11	3	-1	4	0	0.0
CCc1cc(CN2CCOCC2)c(NC(=O)c2ccccc2)s1	3	11	-2	0	0	-1	1	8	-2	0.8
COc1ccccc1CC(=O)Nc1cc2oc3ccccc3c2cc1OC	-5	-1	0	-5	-25	-8	2	-12	3	0.1
Cc1ccc(C2C=NN(c3ccccc3)C2=O)cc1 (centres undefined)	-4	5	4	10	-2	-6	-3	9	0	-15
NC(=O)NCC(c1ccccc1)C1CCCCC1 (centres undefined)	-8	-5	2	2	-4	-4	-2	-1	0	-1.1
CCOC(=O)COn1c(=O)c[n+]([O-])c2ccccc21	2	17	2	0	7	-1	0	0	1	-0.6
O=C(O)CN1C(=O)c2ccc(C(=O)c3ccccc3)cc2C1=O	0	-4	-2	3	-2	-1	2	0	0	-2.0
O=C1CC(c2ccc(OCCCCCOc3ccc(C4CC(=O)NC4=O)cc3)cc2)C(=O)N1 (centres undefined)	5	10	-2	-2	-20	6	4	-9	-4	0.6
CCN1C(=O)[C@H]2[C@H]3CN=C(SCc4ccc(C)cc4)N3[C@@](C)(C(=O)OC)[C@H]2C1=O	2	6	5	4	1	-1	0	-5	0	-0.2
O=C(NCc1cccnc1)c1cc(C2CCCCN2C(=O)c2cccs2)on1 (centres undefined)	8	10	0	-2	.	-2	2	-3	0	-2.6
CN(Cc1ccccc1)C(=O)C1CCN(S(=O)(=O)c2cccc3nsnc23)CC1	2	6	-3	-1	2	-2	3	-1	-2	0.3
CCn1c(=O)c2cc(C(=O)NCCCOC)sc2c2ccccc21	1	-1	-1	2	-2	10	-3	3	1	-0.4
CCN(C(=O)c1ccc(N2CC3CC(C2)c2cccc(=O)n2C3)c(NC(=O)c2ccncc2)c1)c1cccc(C)c1 (centres undefined)	4	14	-1	2	-10	4	1	2	-3	-2.9
CCOC(=O)c1sc(=NC(=O)c2ccccc2Br)n(C)c1C	9	-5	-6	2	-8	2	-2	1	-4	15*
CCSc1ccccc1C(=O)N1CCN(c2ccccc2F)CC1	7	3	2	7	-3	-6	0	-3	-1	-1.8
CC(C)[C@@H]1CC[C@@H](C)C[C@H]1OC(=O)C[n+]1cc(-c2ccc(Cl)cc2)n2c1CCCCC2	-7	-26	-5	19	-6	-3	3	5	-2	-1.4
O=C(C[n+]1ccccc1)Nc1ccc(Oc2ccccc2)cc1	0	12	-1	4	0	0	-5	2	13	1.1
CC(=O)N1CCN(CCS(=O)(=O)c2ccc(Br)cc2)CC1	6	10	1	-3	2	-1	2	1	2	-1.0
OC1(c2ccccc2F)CCN(Cc2nnc(-c3ccccc3)o2)CC1	2	4	2	-3	-5	1	4	5	-2	1.6
Cc1ccc(C(=O)NC(=S)NCc2ccco2)cc1	-3	11	3	2	-18	2	-2	-8	-1	-2.8
O=C1NC(c2ccc(Br)cc2)Nc2ccccc21 (centres undefined)	0	9	-1	-2	-1	1	2	4	-4	1.0
Cc1ccc(Sc2ncccc2C(=O)N(C)Cc2cccs2)c(C)c1	8	-8	0	5	-7	-7	2	-2	-1	-2.0
CCOC(=O)c1ccc(N=C2C(=S)N(c3ccc(C(=O)OCC)cc3)C(=N)N2/N=C/c2ccccc2)cc1	-3	10	0	3	-9	4	0	-3	-5	1.9
Cc1cc(C)c(S(=O)(=O)N2CCN(C(=O)c3ccc(-n4nc(C)c(Cl)c4C)cc3)CC2)c(C)c1	0	1	-8	-7	-8	-5	4	-5	-1	-2.1
COC(CNC(=O)Cn1nc(Cc2ccncc2)c2ccccc2c1=O)OC	2	-12	5	2	7	-7	-3	-8	1	-1.2
COc1cc(C2NC(=O)NC(C)=C2C(C)=O)cc(OC)c1OC (centres undefined)	-2	8	0	-1	7	-4	5	1	0	-1.5
COc1ccc(S(=O)(=O)N2CCC(C(=O)NCc3cccc(OC)c3)CC2)cc1	7	-14	0	1	-4	-2	1	-1	10	-2.2
CCOc1ccc(C(=O)Nc2ccccc2C(=O)O)cc1	-2	-8	8	-10	-1	-1	1	-9	2	-0.9
COCCn1nnnc1C(c1ccc(C(F)(F)F)cc1)N1CCOCC1 (centres undefined)	-3	9	0	-3	3	2	-1	3	0	-0.5
Cc1ccc(-n2nnnc2SCC(=O)Nc2cccnc2Cl)cc1	-9	4	4	-10	0	1	-3	-11	3	0.6
C(=N\Nc1ccc2nncn2n1)/c1ccccn1	-1	0	-4	-4	.	-4	2	8	-6	-1.2
COc1ccc(S(=O)(=O)Nc2cc(S(=O)(=O)N3CCOCC3)ccc2OC)cc1	8	8	1	-1	8	-1	1	5	8	0.6
COc1ccc(N2c3ccccc3CN(Cc3ccccc3)[C@@H](C)[C@H]2Cc2c(C)cccc2C)cc1	4	6	0	2	.	-14	2	-4	-2	-0.7
Cc1ccc(CN2C(=O)CCC2C(=O)NC2CCCC2)cc1 (centres undefined)	-2	-2	-2	-6	7	6	2	3	0	0.4
CCOCCCn1c(=NC(=O)c2cccs2)c(C#N)cc2c(=O)n3ccccc3nc21	-6	4	0	1	0	-2	4	3	-6	-0.7
